NCI-60 one-dose screen, 48 h, at 10 µM unless noted. Numbers give growth in % (100 = growth as untreated, 0 = no growth, -100 = all killed).
NCI-H522 – NCI-H522 lung cancer; 78,000 compounds, 8% hits
NCI-H460 – NCI-H460 lung cancer. AID 1794736. 82,000 compounds, 6.8% hits
OVCAR-3 – OVCAR-3 ovarian cancer; AID 1794787; 79,000 compounds, 7% hits
NCI-H322M – NCI-H322M lung cancer; AID 1794733; 80,000 compounds, 2.7% hits
NCI/ADR-RES – NCI/ADR-RES ovarian cells; 81,000 compounds, 4.4% hits
OVCAR-5 – OVCAR-5 ovarian cancer; 82,000 compounds, 2.9% hits; AID 1794783
NCI-H23 – NCI-H23 lung cancer; 80,000 compounds, 4% hits; AID 1794731
NCI-H226 – NCI-H226 lung cancer; 79,000 compounds, 3.5% hits
OVCAR-8 – OVCAR-8 ovarian cancer; 81,000 compounds, 4.4% hits
* marks the source's active call; other numbers are inactive results; nt = not tested or not shown; & = joins results of further samples. How the source made its calls: active means growth percent below 10; inactive means the rest.

SMILES	NCI-H522	NCI-H460	OVCAR-3	NCI-H322M	NCI/ADR-RES	OVCAR-5	NCI-H23	NCI-H226	OVCAR-8
BrC1=C(Br)CCCC1	99	115	110	101	104	97	107	96	105
O=C(Nc1ccc2ncnc(NNc3ccccn3)c2c1)c1cccs1	72	106	nt	99	86	97	87	88	76
Cc1ccc2oc(=O)cc(Cn3cc(CSc4nc5cc(Cl)ccc5o4)nn3)c2c1	95	102	97	104	99	114	104	106	95
CCSc1nc(-c2ccc(Br)cc2)c(C#N)c(=O)n1CC	91	104	117	73	103	88	95	93	102
CCC/C=C/C=N/N1C(=S)N(C2CCCCC2)[C@]23OC(N)=C(C#N)[C@]12C(=O)c1ccccc13	96	61	82	100	94	108	93	84	63
O=C1/C(=N\O)C(c2ccccc2)Oc2ccccc21 (centres undefined)	99	102	104	97	114	97	96	115	109
Cc1cc(O)c(C(C)C)cc1N=Cc1ccc([N+](=O)[O-])cc1	nt	109	104	97	106	104	91	95	100
COc1cc(C2=NN(C(C)=O)C(c3ccc(N(C)C)cc3)C2)cc(OC)c1OC (centres undefined)	72	107	124	83	99	82	89	98	95
Cc1c(-c2cnc3ccc(Cl)cc3c2C(=O)O)nnn1-c1ccc(Cl)cc1	89	107	110	94	101	90	103	102	101
O=C(Cc1ccccc1)NC(c1ccc(Cl)cc1)c1c(O)ccc2ccccc12 (centres undefined)	-8.2*	5.4*	-23*	15	9.1*	46	4.5*	nt	5.4*
COC(=O)C1=C(C)NC(C)=C(C(=O)OC)C1c1c(-c2ccccc2)nc2sccn12	86	125	93	117	15	84	91	109	98
O=C(NCCCl)c1cccc(F)c1	105	108	114	125	103	112	110	103	107
NC(=S)N/N=C/c1ccc([N+](=O)[O-])cc1	83&100	104&102	99&101	99&109	91&102	111&128	95&97	112	102&97
COc1ccc(Nc2cc(C)nc(NCCCNc3ccnc4cc(Cl)ccc34)n2)cc1	-74*	-4.8*	-82*	-3.8*	29	18	63	110	-8.6*
O=C(Cc1ccc(Cl)nc1)Nc1cc(NCCCO)c([N+](=O)[O-])cc1Cl	90	105	92	97	90	93	96	86	92
CCC(CC)NCCNc1cc(OC)cc2cccnc12	99	102	117	111	96	103	103	108	98
CCN(CC1CCN(C2(Cc3ccccc3)COC2)CC1)C(=O)c1cc2ncccc2[nH]1	98	106	102	95	91	95	95	83	93
Oc1ccccc1-c1nc2ccccc2[nH]1	88	86	92	94	83	105	53	81	80
O=C(CSc1ccc([N+](=O)[O-])cc1)c1ccccc1	113	115	130	106	109	95	108	105	114
COc1cc(NC(=O)c2ccc(-c3cccc(Cl)c3)o2)ccc1NC(=O)C(C)C	nt	100	95	100	96	110	101	nt	91
CC(C)CCc1nc2ccc(NCc3ccc(OCCN4CCCC4)cc3)cc2[nH]1	110	111	89	106	103	98	92	91	104
CC(C)NC(=S)NC(C)C	105	108	114	106	107	102	96	95	105
Cc1c(C(=O)/C=C/c2ccc(Cl)cc2)nnn1-c1ccc2oc(=O)ccc2c1	89	102	nt	98	88	98	93	85	99
N=C(N)c1ccc(-c2ccc(-c3ccccc3)s2)s1	-69*	-70*	-41*	-86*	-35*	-24*	55	-20*	-40*
CCCCCCCCCc1ccc(OC(=O)CC)cc1	98	103	115	110	107	94	104	95	103
COc1ccc(OC)c(N)c1	96	103	107	114	111	109	100	103	106
CCCCCCN(CCCCCC)CCC(=O)Nc1ccc(S(=O)(=O)c2ccc(NC(=O)CCN(CCCCCC)CCCCCC)cc2)cc1	nt	nt	81	75	84	83	84	79	91
NS(=O)(=O)c1ccc(CCn2c(SCC(=O)N/N=C/c3ccc(Cl)cc3)nc3ccccc3c2=O)cc1	49	92	87	95	107	97	96	85	74
O=C(COC(=O)c1ccc(Br)o1)Nc1nc(-c2ccccc2)cs1	89	102	119	112	94	87	104	115	104
COc1nc(N)ncc1-c1ccc2ncnc(N3CCc4cc(F)c(Cl)cc43)c2c1	41	-21*	-25*	3.9*	19	-2.7*	34	-40*	-24*

Looked up by compound from the list above:
SMILES	NCI-H522	NCI-H460	OVCAR-3	NCI-H322M	NCI/ADR-RES	OVCAR-5	NCI-H23	NCI-H226	OVCAR-8
CC(C)NC(=S)NC(C)C	105	108	114	106	107	102	96	95	105
COc1nc(N)ncc1-c1ccc2ncnc(N3CCc4cc(F)c(Cl)cc43)c2c1	41	-21*	-25*	3.9*	19	-2.7*	34	-40*	-24*
CCSc1nc(-c2ccc(Br)cc2)c(C#N)c(=O)n1CC	91	104	117	73	103	88	95	93	102
CC(C)CCc1nc2ccc(NCc3ccc(OCCN4CCCC4)cc3)cc2[nH]1	110	111	89	106	103	98	92	91	104

The main list resumes; the two compounds before the break are reprinted first.
SMILES	NCI-H522	NCI-H460	OVCAR-3	NCI-H322M	NCI/ADR-RES	OVCAR-5	NCI-H23	NCI-H226	OVCAR-8
O=C(COC(=O)c1ccc(Br)o1)Nc1nc(-c2ccccc2)cs1	89	102	119	112	94	87	104	115	104
COc1nc(N)ncc1-c1ccc2ncnc(N3CCc4cc(F)c(Cl)cc43)c2c1	41	-21*	-25*	3.9*	19	-2.7*	34	-40*	-24*
COC(=O)c1[nH]c(C)c(C(=O)OC)c1C	91	114	108	95	96	95	90	104	105
CO[C@@H]1[C@@H](OC)N(C(=O)c2ccc(Cl)cc2)C(=O)N1C(=O)c1ccc(Cl)cc1	95	110	109	95	105	107	98	124	100
Cc1cc(C)c(S(=O)(=O)n2cc(C=O)c3ccccc32)c(C)c1	97	97	nt	91	77	95	77	80	86
COc1ccc(C(=O)COc2cccc(/C=C3\CSc4ccc(Cl)cc4C3=O)c2)cc1	62	101	88	93	84	93	87	75	78
CC(C)[C@@H]1CC[C@@H](C)C[C@H]1N	92	106	107	99	104	104	96	97	99
CC(C)(C)c1cccc(C(C)(C)C)c1O	nt	110	115	129	104	94	100	112	102
c1ccc2c(c1)nc(-c1c[nH]c3ccccc13)c1[nH]ccc12	53	74	79	68	78	89	62	66	85
COc1ccc(C2=NN(c3nc(-c4ccc(OC)c(OC)c4)c(C#N)c(=O)n3C)C(=O)CC2)cc1	96	98	106	98	106	94	100	84	93
COc1ccc(Cc2nc3cc(OC)c(OC)cc3c(=O)[nH]2)cc1	52	89	79	167	75	79	60	98	74
Cc1[nH]c(C(=O)Nc2ccc(C(=O)NCC(N)=O)cc2OC(C)C)c(Cl)c1Cl	88	102	104	106	93	97	87	86	95
C(=C\c1cc(-c2cc(/C=C/c3ccccc3)[nH]n2)n[nH]1)/c1ccccc1	101	113	110	106	112	109	109	112	109
C[n+]1cccc2cccc(NC(=O)c3ccc4ccc5ccc(C(=O)Nc6cccc7cccnc67)nc5c4n3)c21	65	81	91	99	102	100	86	88	55
COCCN1CCC(CO)C1 (centres undefined)	100	111	116	135	110	108	108	111	109
CN(CCOC(N)=O)CCOC(N)=O	94	101	107	105	98	105	98	89	107
COC(=O)C#CC(=O)OC	89	118	117	90	105	118	111	102	111
c1ccc2sc(-c3nc4ccccc4s3)nc2c1	88	97	95	83	108	92	101	89	91
CC(C)(C)n1cc(-c2ccnc(NCCCNS(=O)(=O)c3ccc(F)cc3)c2)c(-c2ccccc2)n1	78	81	93	93	80	92	71	85	82
CC(C)(C)c1ccc(C(=O)Nc2sc3c(c2C(N)=O)CC/C(=N\O)C3)cc1	-2.4*	4.3*	13	57	12	27	7.0*	17	16
CCN1CCN(/C(=N\c2sc(-c3ccccc3)nc2-c2ccccc2)c2ccccc2)CC1	72	72	87	92	82	92	nt	56	97
O=C(N/N=C/c1cccc(Oc2ccccc2)c1)c1cnn2c1NC(c1ccccc1)C2 (centres undefined)	72	34	60	62	75	92	82	71	31
Cc1ccc([N+]2=NOC(=O)C2S(=O)(=O)Nc2ccc(-n3c(-c4ccccc4Cl)nc4ccccc4c3=O)cc2)cc1 (centres undefined)	nt	102	111	104	94	116	100	85	92
O=S(=O)(O)c1ccc(O)c(O)c1	109	111	106	120	111	113	105	103	99
CCCOCc1cn[nH]n1	99	111	108	102	106	nt	107	104	102
Cc1[nH]nc2ncc(C#Cc3cncc(C(=O)Nc4ccc(CN5CCN(C)CC5)c(C(F)(F)F)c4)c3)cc12	48	11	38	44	78	21	nt	3.7*	38
C#CCn1cc(/C=N/Nc2nc(-c3ccc(OC)cc3)cs2)c2ccccc21	94	97	99	96	99	100	82	87	101
COc1ccc(-c2cc3c4c(nc5ccccc5c4c2)CC(c2cc(OC)c(OC)c(OC)c2)O3)cc1 (centres undefined)	56	13	42	54	41	18	54	-13*	32
Cc1ccc(C)c(C(O)(c2cc(C)ccc2C)C2(O)CCCCC2)c1	61	96	94	104	95	98	89	83	97
COc1cc(-c2nc3occn3c2-c2ccnc(NCCCNS(=O)(=O)c3ccccc3)n2)ccc1F	27	48	66	78	21	111	46	18	22
CN(C)CP(=O)(O)CCc1ccccc1	76	102	105	106	105	103	109	100	102
COc1ccc(C(=O)OC2C(OC)OCC(O)C2O)cc1 (centres undefined)	95	115	132	117	110	108	109	113	99
CC(C)=NNC(=O)c1ccccc1	97	109	121	102	104	101	102	102	104
COc1cc2c(cc1[N+](=O)[O-])-c1ccccc1C2	89	111	108	98	112	99	111	94	105
O=C(Nc1ccccc1Cl)Oc1ccc(Cl)cc1Cl	91	101	114	116	96	91	82	111	101
CC(=O)c1ccccc1Oc1nccc(-c2ccc(Cl)cc2)n1	72	101	112	102	80	91	88	87	98
N#C/C(Sc1nc2sc3c(c2c(=O)n1Cc1ccccc1)CCCC3)=C(/S)Nc1ccccc1	41	52	105	100	89	124	81	105	78
COc1cc(/C=N/Nc2c(F)c(F)c(F)c(F)c2F)cc(OC)c1OC	90	102	111	107	102	103	93	99	105
COC(=O)c1c(C)cccc1C(=O)c1c(C)cc(C)cc1C	86	102	102	88	107	93	99	80	98
O=C(Nc1cccc(-c2nc3ccccc3[nH]2)c1)c1ccc(C(=O)Nc2cccc(-c3nc4ccccc4[nH]3)c2)cc1	110	98	123	106	112	102	96	114	104
Cc1nn(-c2ccccc2)c(N2CCCC2)c1-c1nc2ccc(C(=O)NN=Cc3cccc(O)c3)cc2[nH]1	100	104	97	106	103	105	103	100	95
CCOc1ccc(C2C(C#N)=C(N)Oc3c2c(C)nn3-c2ccc(Cl)cc2)cc1 (centres undefined)	97	108	105	112	97	110	97	99	99
CC(=O)OCC(=O)c1ccccc1	101	106	111	97	106	122	98	104	103

Complete entries as entered above.
Results for O=C(Nc1ccccc1Cl)Oc1ccc(Cl)cc1Cl = NCI-H522 = 91; NCI-H460 = 101; OVCAR-3 = 114; NCI-H322M = 116; NCI/ADR-RES = 96; OVCAR-5 = 91; NCI-H23 = 82; NCI-H226 = 111; OVCAR-8 = 101
Results for Cc1nn(-c2ccccc2)c(N2CCCC2)c1-c1nc2ccc(C(=O)NN=Cc3cccc(O)c3)cc2[nH]1 = NCI-H522 = 100; NCI-H460 = 104; OVCAR-3 = 97; NCI-H322M = 106; NCI/ADR-RES = 103; OVCAR-5 = 105; NCI-H23 = 103; NCI-H226 = 100; OVCAR-8 = 95

Assay outcomes (PubChem BioAssay)
